DSG3 Ab inh: human desmoglein-3 autoantibody binding inhibition | 310,000 compounds, 0.48% hits | binding (percent of control), % at 10 µM | P32926 | DSG3-coupled beads, scFv-anti-DSG3-GFP binding, flow cytometry; stronger effect = lower value;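 active = binding more than 3 SD below its plate's average and above zero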;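 note: hits lower antibody fragment binding to DSG3; some compounds called inactive have numbers as strong as hits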
MOR-DOR inv ag: inverse agonists of human mu-delta opioid receptor heterodimerization; AID 504357; inhibition, % at 9.3 µM; cell-based MOR-DOR heterodimer luminescence, inverse agonism; P35372+P41143; 340,000 compounds, 0.21% hits; in the data active = inhibition above about 22%, passing the limit was not always enough;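 note: 0% = cells with DMSO and 100% = wells without cells with DMSO; values of inactives mirror those of a sister screen read the other way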
PKA-R1A act: activates the PKA-R1A holoenzyme complex; P00514+P68181; PKA-R1A dissociation, Cy5-IP20 fluorescence polarization; scaled: DMSO 0%, 113 µM cGMP 100%; activation, % at 11.4 µM; 340,000 compounds, 0.083% hits; AID 504707;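 active = percent activation above the mean of all tested compounds plus 3 SD, cut at about 19% in these data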;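 note: higher means more PKAc released from R1A so a rise in polarization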
OPRM1-OPRD1 ag: OPRM1-OPRD1 heterodimerization agonism. 340,000 compounds, 0.3% hits. cells, luminescence. P35372+P41143. activation, % at 9.3 µM; in the data active = activation above about 18%;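 note: 0% = vehicle-treated cells and 100% = reference agonist; values of inactives mirror those of a sister screen read the other way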
phage Ecoli inh: E. coli growth loss with phage present | AID 651602 | growth absorbance | 360,000 compounds, 0.26% hits | inhibition, % at 11.9 µM; in the data active = inhibition above about 11%
PfHsp90 yeast 2: reduces growth (ATP signal) of yeast expressing P. falciparum Hsp90. S. cerevisiae expressing PfHsp90, BacTiter-Glo ATP, 48 h; yeast lacking PDR1 and PDR3 efflux regulators. inhibition, % at 9.4 µM. 310,000 compounds, 0.32% hits;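 active = every replicate shows inhibition above about 80%, whatever the replicate mean, limit read from the data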;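 note: 0% = DMSO neutral controls and 100% = 20 µM radicicol positive controls; yeast relying on Plasmodium falciparum Hsp90 in place of its own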
HTR5A ag: counter-screen for OPRM1-OPRD1 agonists: human HTR5A agonism. P47898. HTR5A agonist assay, luminescence, cell-based. activation, % at 9.3 µM. 340,000 compounds, 0.61% hits. AID 504692; in the data active = activation mostly above about 9.5%, no sharp cut-off; inactive = mostly below about 7.6%;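 note: 0% = cells with vehicle only and 100% = reference agonist; strong numbers were not always called active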
Target sequence (P47898 whole entry, looked up): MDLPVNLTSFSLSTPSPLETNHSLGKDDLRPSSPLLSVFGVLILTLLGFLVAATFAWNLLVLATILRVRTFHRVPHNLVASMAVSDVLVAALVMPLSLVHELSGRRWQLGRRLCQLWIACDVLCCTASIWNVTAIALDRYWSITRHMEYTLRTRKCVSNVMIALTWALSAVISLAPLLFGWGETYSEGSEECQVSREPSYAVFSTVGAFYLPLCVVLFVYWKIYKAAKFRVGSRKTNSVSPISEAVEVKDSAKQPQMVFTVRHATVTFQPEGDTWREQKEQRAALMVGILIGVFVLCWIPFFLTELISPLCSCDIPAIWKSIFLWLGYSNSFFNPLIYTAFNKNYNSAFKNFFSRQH
Mot1-301 SUMO: SUMOylation pathway inhibition by Mot1-301 growth rescue. S. cerevisiae Mot1-301 growth rescue, ATP luminescence, 38.5C; percent above DMSO median, 100 means doubled. growth rescue, % at 18.8 µM. 320,000 compounds, 1% hits;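 active = every valid replicate shows activation above 250% relative to neutral control wells; inactive = the rest, any valid replicate at or below 250%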;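 note: OY570 slx delta 5 strain wells were the positive control but not used for scaling; some compounds called inactive have numbers as strong as hits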
HTR5A inv ag: counter-screen for OPRM1-OPRD1 inverse agonists: human HTR5A inverse agonism; inhibition, % at 9.3 µM; HTR5A cell line, luminescence; P47898; 340,000 compounds, 0.083% hits; in the data active = inhibition mostly above about 23%, no sharp cut-off; inactive = mostly below about 18%;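 note: 0% = cells with DMSO and 100% = no-cell wells with DMSO; some compounds called inactive have numbers as strong as hits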
E coli growth: reduces bacterial viability in AddAB counter-screen; 330,000 compounds, 0.27% hits; E. coli V3065 growth, OD600 absorbance, 18 h; inhibition, % at 11.9 µM;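 active = inhibition above the campaign's mean inhibition across all tested compounds plus 3 SD, cut at about 9.9% in these data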;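 note: uninfected addAB+ strain grown without phage in ampicillin broth; 0% = DMSO wells and 100% = ciprofloxacin 0.95 µg/ml wells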
AddAB inh: less growth of phage-infected E. coli with AddAB; E. coli expressing H. pylori AddAB, absorbance growth; inhibition, % at 11.9 µM; 330,000 compounds, 0.29% hits; in the data active = inhibition above about 12%;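 note: 0% = vehicle wells of infected cells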
Starred values were filed as active, the others as inactive; nt = not tested or not shown.

item	SMILES	DSG3 Ab inh	MOR-DOR inv ag	PKA-R1A act	OPRM1-OPRD1 ag	phage Ecoli inh	PfHsp90 yeast 2	HTR5A ag	Mot1-301 SUMO	HTR5A inv ag	E coli growth	AddAB inh
1	COCCN(C(=O)CCC(=O)Nc1nccs1)C(C(=O)NC(C)(C)C)c1ccc(F)cc1 (stereo not given)	98	7	-3	-1.1	0.9	14	8	1	12	0.3	2.6
2	Cc1cccc(NC(=O)C[n+]2cccc(C)c2)c1	97	15	-3	-3.2	1.2	5	-3	-13	11	-2.1	4.0
3	Cc1noc(C)c1COc1ccc(C(=O)OCC(=O)Nc2cccc(S(=O)(=O)N3CCOCC3)c2)cc1	93	-2	7	0.3	2.5	-3	-3	10	21	-1.0	-1.1
4	CC(C)c1ccc(N(C(=O)CNC(=O)c2ccco2)C(C(=O)NC2CCCC2)c2ccncc2)cc1 (stereo not given)	105	7	-3	-0.9	-1.1	24	2	-15	-14	-1.1	4.3
5	CCc1cccc(NC(=O)c2cc(S(=O)(=O)N(C)C)ccc2N2CCCC2)c1	102	-3	-3	0.6	0.3	4	-2	1	4	2.6	0.2
6	COc1ccc(C)cc1Nc1cc(C)nc2ncnn12	99	14	-10	-2.9	0.8	-6	0	-16	0	0.5	2.2
7	COc1ccc(-c2nc3ccccc3nc2-c2ccc(OC)c(OC)c2)cc1OC	146	7	-1	-1.4	3.8	14	-1	4	5	1.5	3.0
8	CCN(CC(=O)Nc1cc(Cl)ccc1C)C(=O)c1cc(S(=O)(=O)N2CCCCCC2)ccc1OC	99	10	-9	-1.5	2.9	14	0	18	-12	-1.6	-2.4
9	COc1cc(C2SCC(=O)N2CCCN(C)C)cc(OC)c1OC (stereo not given)	112	22	-6	-4.6	1.2	-1	-7	-7	16	0.7	1.3
10	C=C[C@]12CC[C@H](OC(C)=O)CC1=CCC1C2CC[C@@]2(C)C1CCC21OCCO1 (stereo not given in full)	112	21	-6	-4.1	2.1	-8	1	nt	-2	nt	nt
11	Cc1ccc(/C=C/C(=O)Nc2ccc(S(=O)(=O)Nc3ncccn3)cc2)cc1	97	13	-13	-2.5	2.3	-22	-1	-6	21	-0.8	-1.1
12	Cc1cc(C)nc(NC(=O)Nc2ccc3c(c2)OCO3)c1	81	4	-8	-0.6	3.6	7	-2	-14	6	-0.3	-0.3
13	Cc1ccc(NC(=O)c2c(Cl)n(C)c3ccccc23)cc1	107	11	0	-1.9	2.2	-13	2	-2	-1	2.9	2.6
14	c1ccc2c(c1)ncn2Cc1nnc2sc(-c3ccncc3)nn12	100	4	-3	-0.8	1.4	nt	2	-2	-6	2.2	2.0
15	O=C1c2ccccc2-c2cccc(NS(=O)(=O)c3ccc(C(F)(F)F)cc3)c21	91	-6	3	0.9	-1.2	-2	3	-2	-2	-2.1	0.7
16	COc1ccc(CCNC(=O)c2sc3nc4n(c(=O)c3c2C)CCC4)cc1	105	0	-3	0.0	5.8	nt	3	5	-7	1.1	1.4
17	COC(=O)C(NC(=O)c1ccccc1)(Nc1cc(C)cc(C)n1)C(F)(F)F (stereo not given)	nt	8	2	-1.4	3.1	19	5	-2	-7	1.5	2.5
18	O=C(NCC(=O)N1CCN(C(=O)c2ccco2)CC1)c1cccc(Cl)c1	nt	4	-2	-1.1	1.6	-20	-2	-8	4	2.1	0.5
19	COc1ccc(-c2ocnc2C(=O)NCc2nn(-c3ccccc3)nc2C)cc1	nt	-21	-6	4.2	-1.8	5	4	-18	-10	-1.6	-1.8
20	CCC1(c2ccc(F)cc2)NC(=O)N(CC(=O)Nc2ccc(-c3nc4ccc(C)cc4s3)cc2)C1=O (stereo not given)	110	12	11	-2.2	5.4	4	7	0	-13	0.9	2.7
21	N#C/C(=C\c1ccc(O)c(Br)c1)C(=O)NCc1ccccc1	101	8	10	-1.4	1.7	-40	0	4	0	0.2	3.6
22	CCOc1ccccc1NC(=O)CN(c1ccc(C)cc1)S(=O)(=O)c1c(C)noc1C	89	-5	1	0.9	1.3	16	1	265	-10	0.8	3.1
23	Cn1c(CCNC(=O)c2ccco2)nc2cc(NC(=O)c3ccco3)ccc21	nt	7	-6	-1.3	2.0	14	1	30	-2	0.3	4.3
24	CC(=O)C[C@@H](O)CC(=O)[C@@H]1OC(=O)CCCCC/C=C/Cc2ccccc21	97	5	0	-0.8	0.9	-3	1	-12	-19	0.6	-0.6
25	Cc1ccc(N2CC(C(=O)N3CCN(C(=O)c4ccco4)CC3)CC2=O)cc1 (stereo not given)	99	11	3	-1.8	-0.1	-2	-3	3	7	-0.4	0.6
26	CC1CCCCC1NC(=O)CN1CCN(Cc2ccccc2Cl)C1=O (stereo not given)	nt	15	-2	-2.9	1.1	15	-1	-7	-48	-1.6	3.7
27	COc1ccc(NC(=O)CC2SC(N3CCOCC3)=NC2=O)c(OC)c1 (stereo not given)	nt	12	1	-3.0	3.5	-20	2	-1	-5	-0.2	0.1
28	O=C(Nc1ccc(OC(F)(F)C(F)F)c(NC(=O)c2cccc(F)c2)c1)c1cccc(F)c1	115	-20	-7	3.9	2.6	-5	0	3	-19	-0.2	0.5
29	COc1cccc(C(=O)Nn2c(C)nnc2-n2nc(C)cc2C)c1	94	15	-2	-2.6	2.7	19	0	-12	-10	1.4	-1.6
30	O=[N+]([O-])c1ccc(O)c(/C=N\N=C2c3ccccc3-c3ccccc32)c1	96	-4	-7	0.6	3.0	-30	8	-25	-22	-1.0	1.6
31	Cc1cccc(NC(=O)CSCC(=O)OCc2ccccn2)c1	109	19	-17	-3.8	0.9	11	5	300	19	1.5	1.0
32	CCNc1c2c(nc3ccccc13)CC(C)(C)CC2=O	103	11	-2	-1.9	1.0	-26	-3	-5	-9	-0.2	1.1
33	Cc1cccc(NC(=O)c2ccc(COc3cccc4ccccc34)o2)n1	98	5	-7	-0.8	5.2	-23	4	14	-11	0.1	2.2
34	O=C(N/N=C\c1cccnc1)c1ccccc1O	104	11	-8	-2.2	2.1	-12	-1	4	-17	0.2	4.5
35	CCOC(=O)c1c(NC(=O)CSc2ncn[nH]2)sc(C(C)=O)c1C	101	21	-4	-4.2	1.7	3	5	-31	-13	-0.9	-0.4
36	COc1cc(/C=C(\C#N)C(=O)Nc2ccc3ccccc3c2)c([N+](=O)[O-])cc1OC	97	-38	-2	6.3	2.3	2	2	-17	-4	1.6	1.1
37	COc1cccc(OC)c1C(=O)Nc1ccccc1NC(=O)c1c(OC)cccc1OC	100	10	-1	-2.2	0.6	18	-4	-9	15	-3.3	0.6
38	O=C(Cn1c(=O)sc2ccccc21)NCCOc1ccccc1F	nt	17	-6	-3.1	2.1	nt	6	14	-8	3.8	0.9
39	CCOC(=O)CSc1nnc(CSc2nc(C)cc(C)n2)n1Cc1ccco1	nt	11	5	-1.9	3.5	-15	3	-3	-8	0.9	3.8
40	COc1ccc(C)cc1NC(=O)C1CCN(S(=O)(=O)c2cccc3nonc23)CC1	nt	4	2	-0.6	0.1	-22	-3	-16	9	-2.1	1.4
41	CC(Sc1ccccc1)C(=O)Nc1ccc(N2CCOCC2)cc1 (stereo not given)	107	-8	-5	1.4	1.2	nt	-3	12	1	-2.5	0.7
42	Cc1ccc(NC(=O)c2ccc3nsnc3c2)c(Cl)c1	126	5	-15	-0.9	0.5	20	-2	55	6	2.2	5.0
43	CC1(C)CC(=O)C2=C(C1)OC(N)=C(C#N)C2C1CC=CCC1 (stereo not given)	121	2	4	-0.4	nt	nt	-1	200	2	-0.8	1.8
44	CCN(CC(=O)Nc1c(F)cccc1F)C(=O)Cc1c(C)nc2ccccc2c1C	93	-1	7	0.2	1.2	-4	-2	-4	4	0.0	0.5
45	O=C1c2ccccc2C(O)N1c1cccnc1 (stereo not given)	98	0	-7	0.0	0.4	0	-1	-10	4	1.5	3.0
46	COc1ccccc1CC(=O)Nc1cc(C)ccn1	109	0	-6	0.1	0.5	5	7	-11	-7	nt	nt
47	C[n+]1nc(Nc2ccccc2)sc1-c1ccc(O)cc1	102	-4	-2	0.8	3.9	6	2	-10	4	5.8	8.8
48	COc1ccc([C@H]2CC(=O)C=C(c3ccc(C)c([N+](=O)[O-])c3)C2)cc1	99	-11	8	1.9	2.4	-34	-2	52	-2	0.6	1.4
49	Oc1ccc(/C=N/NC(=S)NCc2ccco2)cc1	109	8	3	-1.7	1.3	-4	3	-2	-7	-1.0	1.9
50	O=C(CCC(=O)N1CCCC1)N1CCCC1	nt	15	-4	-2.8	-1.3	5	2	1	-25	-0.7	-2.4

(next part)
item	SMILES	DSG3 Ab inh	MOR-DOR inv ag	PKA-R1A act	OPRM1-OPRD1 ag	phage Ecoli inh	PfHsp90 yeast 2	HTR5A ag	Mot1-301 SUMO	HTR5A inv ag	E coli growth	AddAB inh
51	O=C(Cn1cnc([N+](=O)[O-])n1)N/N=C/c1ccccc1O	104	-14	0	2.4	2.8	-1	4	-9	-17	0.2	-1.9
52	O=C(Nc1cccnc1)c1cc(-c2ccc(Cl)cc2Cl)on1	100	11	2	-2.1	0.3	-11	4	-10	-10	2.0	2.7
53	COc1ccc(/C=C/C(=O)O)cc1S(=O)(=O)N1CCCC1	124	15	-6	-3.0	-2.1	-5	-1	0	5	-0.8	0.0
54	Cn1c(NC(=O)c2ccc(Cl)cc2Cl)cc(=O)n(C)c1=O	102	15	-7	-3.0	1.3	18	1	-10	-2	0.9	-0.9

Screening data deposited in PubChem by several laboratories.
